# Bioassay records as filed in PubChem BioAssay.
# SRC1 TRFRET art: TR-FRET detection interference compounds, primary screen, artefact control for PPARgamma SRC-1 recruitment agonists, biochemical, TR-FRET emission ratio; actives 0.34% (n = 99,000); AID 1051, 2008; TR-FRET ratio at 8 µM; TR-FRET detection artefact counter-screen; hits give high values; in the data active means TR-FRET ratio above about 2300; further: inactives centre near 1800
# SRC3 TRFRET art: TR-FRET detection interference compounds, artefact control for PPARgamma SRC-3 recruitment agonists, biochemical, TR-FRET ratio; TR-FRET ratio at 8 µM; actives 0.39% (n = 99,000); TR-FRET artefact counter-screen, PPARgamma/SRC-3 format; hits give high values; in the data active means TR-FRET ratio above about 2000; further: inactives centre near 1600
# An asterisk follows results filed as active. An excerpt. The share of hits here may be higher or lower than overall.
structure	SRC1 TRFRET art	SRC3 TRFRET art
CCOC(=O)C1=NN(c2ccccc2C)C2=NC(C)=C(C(=O)OC)C(c3cccc(OC)c3)N12 (stereo unspecified)	1627	1308
CCCOC(=O)c1ccc(Oc2coc3c(CN(CC)CC)c(O)ccc3c2=O)cc1	2035	1632
COc1ccc(Cc2noc(CN(C)CC(O)c3ccccc3)n2)cc1OC (stereo unspecified)	1802	1415
C=CCn1c(=NC(=O)CC)n(C)c2ccccc21	1978	1702
CCO[C@H]1OC(C(=O)Nc2ccccc2)=C[C@@H](C)[C@@H]1CCCO	1716	1665
COc1ccc2[nH]c(=O)c(CN(Cc3ccccc3)C(=S)NCC3CCCO3)cc2c1 (stereo unspecified)	1794	1487
CCCCN(C)C(=S)Nc1ccc2nc3n(c(=O)c2c1)CCCCC3	2041	1832
Cn1c(=O)c2c(ncn2CC(=O)N/N=C/c2ccc(Br)s2)n(C)c1=O	2285	1625

# The results go on.
structure	SRC1 TRFRET art	SRC3 TRFRET art
O=C(C1=C[C@@H](C2CCCCC2)C[C@@H](OCCCCO)O1)N1CCN(Cc2ccccc2)CC1	1517	1337
CCC(C)C(NC(=O)c1ccccc1NC(=O)c1ccco1)C(=O)NC1CCCCC1 (stereo unspecified)	2091	1719
COc1ccccc1Nc1c([N+](=O)[O-])cncc1[N+](=O)[O-]	1727	1660
CC(C)(C)c1nc(NC(=O)Nc2ccccc2)sc1Br	1605	1499
Cc1cccc(Nc2nnc(SCC(=O)NC3CCCc4ccccc43)s2)c1 (stereo unspecified)	2105	1699
Cc1ccc(OC(=O)CCN2C(=O)c3ccccc3C2=O)cc1C	1828	1564
CCOC(=O)CC1CCCCN1Cc1cn(C)nc1-c1ccc2c(c1)OCCO2 (stereo unspecified)	1888	1369
FC(F)c1nnc2ccc(Cl)nn12	1715	1470

# (list continues)
structure	SRC1 TRFRET art	SRC3 TRFRET art
O=C(NNC(=S)Nc1ccccc1)c1cc(-c2cccnc2)nc2ccccc12	1890	1691
CC1CC(C)(C)NC(=S)N1CCCC(=O)N1CCN(c2ccccc2F)CC1 (stereo unspecified)	2350*	1491
Cc1oc(-c2ccccc2F)nc1CS(=O)(=O)CC(=O)N1CCN(Cc2ccccc2)CC1	1828	1710
CN1CCN(CC(=O)Nc2ccccc2Sc2ccccc2)CC1	1794	1456
Cc1ccc(C(=O)NCC(=O)OCC(=O)c2ccc3c(c2)NC(=O)CO3)cc1C	1964	1454
Cc1ccc(S(=O)(=O)N/N=C/c2cccc3c2OCCO3)cc1	1923	1762
CCOc1ccc(C(C)NC(=O)c2cccc(F)c2)cc1 (stereo unspecified)	1546	1716
O=C(NCCc1ccccc1)C1CCN(S(=O)(=O)N2CCCC2)CC1	1789	1333

# (next part)
structure	SRC1 TRFRET art	SRC3 TRFRET art
O=C(COC(=O)CNS(=O)(=O)c1ccc(F)c(F)c1F)Nc1ccc(OC(F)F)cc1	1638	1432
CCC(=O)N1CCc2cc(Br)cc(S(=O)(=O)CCC(=O)N(CC)CC)c21	1818	1578
CCOc1cccc(C(=O)NNC(=O)CCC(=O)O)c1	1653	1488
O=C(O)c1ccccc1SCC(=O)N1CCOCC1	1885	1465
COc1ccc(CCNC(=O)COC(=O)C23CC4CC(CC(Br)(C4)C2)C3)cc1	1970	1596
CCCCNC(=O)Cn1nc([N+](=O)[O-])c([N+](=O)[O-])c1C	1685	1288
COc1ccccc1/C=N/NC(=O)CC(=O)NCc1ccccc1	1912	1627
Cc1cc(C)c(C#N)c(SCC(=O)CC(=O)OC(C)C)n1	1792	1288

# (more compounds)
structure	SRC1 TRFRET art	SRC3 TRFRET art
O=C(Cn1c2[n+](c3ccc(C(F)(F)F)cc31)CCCCC2)Nc1ccc(Br)cc1	1824	1456
CC(=O)NC(=S)Nc1ccccc1C(=O)NC1CCCCC1	1744	1598
CC1(c2ccccc2)CC(C)(C)N(C(=O)c2cc([N+](=O)[O-])cc([N+](=O)[O-])c2)c2ccccc21 (stereo unspecified)	1789	1555
O=C(Nc1nnc(-c2ccccc2Cl)s1)C1CCN(S(=O)(=O)c2ccc(Cl)cc2)CC1	1777	1557
O=C(Cc1ccccc1)NC1CCN(Cc2ccccc2)CC1	2212	1661
CC(=O)N1CCN(S(=O)(=O)c2ccc(Cl)cc2F)CC1	1621	1368
CCN(CC)CCCC(C)Nc1c2ccc(Cl)cc2nc2ccc(OC)cc12 (stereo unspecified)	1754	1724
CCc1ccccc1NC(=S)N(CCN1CCOCC1)Cc1ccccc1F	1980	1638

# The results go on:
structure	SRC1 TRFRET art	SRC3 TRFRET art
O=C1CN(C(=O)CNC(=O)c2cccc(Cl)c2)c2ccccc2N1	1806	1607
CCN(CC)S(=O)(=O)c1ccc(C(=O)Nc2nnc(CSC)o2)cc1	1766	1624
O=C(Nc1ccccc1)C(c1ccccc1)C1CCCC1 (stereo unspecified)	1520	1490
Cn1cnc([N+](=O)[O-])c1C(=O)Nc1cccc([N+](=O)[O-])c1	1815	1513
Cc1ccc(/C=N/Nc2nc3ccccc3[nH]2)s1	1930	1836
Cc1cccc(NC(NC(=O)Cc2ccccc2)C(Cl)(Cl)Cl)c1 (stereo unspecified)	1503	1533
CCC(=O)Nc1ccc(Cl)c(NC(=O)c2ccc([N+](=O)[O-])cc2)c1	1700	1626
O=C1N(Cc2cccnc2)C[C@@H]2C[C@@H](c3ccc4nonc4c3)N3CCC[C@@]123	1862	1664

# Continuation.
structure	SRC1 TRFRET art	SRC3 TRFRET art
CCOC(=O)C1(CCCc2ccccc2)CCN(C(=O)C2=C(C)OCCO2)CC1	1709	1428
CC(=O)Nc1cc(N2C(=O)CCC2=O)ccc1Cl	2027	1623
COC(=O)c1sc(NC(=S)NC(=O)c2ccccc2F)nc1C	2321*	1927
COCCn1c(SCC(=O)Nc2cccc(OC)c2)nc2c(oc3ccccc32)c1=O	1778	1281
CC(=O)n1cc([C@H]2C=C(C(=O)N3CCN(Cc4ccc5c(c4)OCO5)CC3)O[C@@H](OCCCCO)C2)c2ccccc21	1488	1584
Cc1cc(C)cc(NC(=S)N(Cc2ccc(Cl)cc2)Cc2ccc(C(=O)O)cc2)c1	2000	1670
CC(C)N1C(=O)CCC1C(=O)NCCc1ccc(Cl)cc1 (stereo unspecified)	1931	1779
CCCCCNC(=O)c1cc(S(=O)(=O)N2CCCC2)ccc1F	1763	1597

# (list continues)
# Sequence of screens: SRC1 TRFRET art | SRC3 TRFRET art
CC1CNCCN1S(=O)(=O)c1cccc2cnccc12 (stereo unspecified)
→ 1515 | 1433
Cc1ccc2c(c1)nnn2C1CCN(C(=O)NCc2ccccc2)CC1
→ 1942 | 1375
CC(Sc1ccccc1)C(=O)NN=C1CCCC1 (stereo unspecified)
→ 1491 | 1503
CCOC(=O)CCC(=O)NNC(=O)COc1ccc(C(C)C)cc1Br
→ 1962 | 1465
CCOC(=O)Cc1ccc(NC(=O)c2ccc([N+](=O)[O-])cc2)cc1
→ 1513 | 1434
O=C(CSc1nnc(Cc2ccccc2)o1)c1ccccc1
→ 1921 | 1599
O=C(CN1CCC(Cc2ccccc2)CC1)N1CCc2ccccc2C1
→ 1722 | 1440
COc1cccc(OCC(O)CN2CCN(c3ccccn3)CC2)c1 (stereo unspecified)
→ 1930 | 1608
COc1cccc(/C=c2\s/c(=C\C(=O)C(C)(C)C)[nH]c2=O)c1
→ 1723 | 1661
Cc1ccc2cc(CN(Cc3ccco3)C(=S)NCC3CCCO3)c(=O)[nH]c2c1 (stereo unspecified)
→ 1745 | 1626
Cc1ccccc1NC(=S)NNC(=O)c1ccncc1
→ 1880 | 1774
COc1ccc(NC(=S)N2CCC(N(C)CC3CCCO3)CC2)cc1 (stereo unspecified)
→ 1834 | 1554
N#Cc1ccc(-c2ccccc2)nc1SCCN1CCOCC1
→ 1547 | 1505
O=C(OCc1ccccc1)/C(=C/c1cccc2ccccc12)NC(=O)c1ccccc1
→ 1785 | 1559
COc1ccc(F)cc1C(=O)C1CCCN(Cc2ccc(Oc3ncccn3)cc2)C1 (stereo unspecified)
→ 1502 | 1395
COc1ccc(C(c2nnnn2Cc2ccccc2)N2CCN(c3nc4ccccc4s3)CC2)cc1 (stereo unspecified)
→ 1853 | 1502
Cn1ccnc1SCC(=O)c1ccc2ccccc2c1
→ 1816 | 1544
Cc1ncc([N+](=O)[O-])n1CC(=O)Nc1ccc2c(c1)OCO2
→ 2300 | 1697
CC(=O)C1(C)N(O)C(C)(C)C(c2cccs2)=[N+]1[O-] (stereo unspecified)
→ 1725 | 1435
CC1=C(C(=O)OCCOc2ccccc2)C(c2ccsc2)NC(=O)N1C (stereo unspecified)
→ 1937 | 1608
Cc1cccn2c(=O)c(C=NCCO)c(Nc3ccc(Cl)cc3)nc12
→ 1628 | 1631
CCCCOC(=O)c1ccc(NC(=O)c2cc(Cl)c(Cl)cc2C(=O)O)cc1
→ 1813 | 1459
Cc1ccccc1N=Cc1cccc(O)c1O
→ 1890 | 1753
Fc1ccc(OCCCCN2CCOCC2)cc1
→ 1792 | 1693
CC(=O)OC(COc1ccccc1)Cn1cnc2ccccc21 (stereo unspecified)
→ 1859 | 1629
COc1ccc2c(c1)/C(=N/OC(=O)c1cccs1)CCC2
→ 2009 | 1848
COc1ccc(/C=N/NC(=O)CCN2CCN(c3ccccc3)CC2)c(OC)c1OC
→ 1950 | 1606
COc1ccc(N2CCN(C(=O)c3cc(N4C(=O)C5C6CCC(C6)C5C4=O)ccc3Cl)CC2)cc1 (stereo unspecified)
→ 1531 | 1361
CCc1ccc(NC(=O)COC(=O)CCc2nc3cc(S(=O)(=O)N(CC)CC)ccc3n2C)cc1
→ 1632 | 1539
C=CCc1cccc2cc(C(=O)OCC)c(=O)oc12
→ 1885 | 1630

# Some of the entries so far, with each value named.
COc1ccc(F)cc1C(=O)C1CCCN(Cc2ccc(Oc3ncccn3)cc2)C1 (stereo unspecified)
- SRC1 TRFRET art: 1502
- SRC3 TRFRET art: 1395
COc1ccc(C(c2nnnn2Cc2ccccc2)N2CCN(c3nc4ccccc4s3)CC2)cc1 (stereo unspecified)
- SRC1 TRFRET art: 1853
- SRC3 TRFRET art: 1502

# Next section:
# Sequence of screens: SRC1 TRFRET art | SRC3 TRFRET art
CC1=C/C(=N\S(=O)(=O)c2ccccc2)C(C(C)C)=CC1=O
→ 1564 | 1499
O=C(Nc1cccc(F)c1)c1ccc(-c2ccccc2C(F)(F)F)o1
→ 1678 | 1676
O=c1cc(CO)occ1OCc1c(F)cccc1Cl
→ 1677 | 1479
CCn1ncc([N+](=O)[O-])c1C(=O)Nc1nc2cccc(C)c2s1
→ 1945 | 1476
CSC(=S)N/N=C(\C)c1ccccc1
→ 1615 | 1359
O=C(N/N=C/c1ccc(OCc2ccccc2)cc1)c1cc[n+](Cc2ccccc2)cc1
→ 1838 | 1845
COc1cc(Cl)c([C@@H]2C[C@H]3CN(c4ccccc4)C(=O)[C@]34CCCN24)cc1OC
→ 2080 | 1716
Cc1[nH]nc(SCC(=O)NCc2ccc(F)cc2)c1[N+](=O)[O-]
→ 1926 | 1432
O=C(N/N=C/c1cccc(C(F)(F)F)c1)c1ccccc1O
→ 1926 | 1777
CC(C)(C)C(=O)C(CO)(Oc1ccc(Cl)cc1)n1cncn1 (stereo unspecified)
→ 1667 | 1458
CC(=O)c1ccc(N2CCN(c3ccc(C(N)=O)cc3[N+](=O)[O-])CC2)cc1
→ 1825 | 1567
Cc1ccc(NC(=O)Cn2cc3c(n2)CCC(C)C3)cc1 (stereo unspecified)
→ 1864 | 1763
CC(=O)N=c1sc(S(N)(=O)=O)nn1C
→ 2157 | 1616
O=C(O)CCC(=O)Nc1ccccc1C(=O)NCc1ccccc1
→ 1686 | 1563
Cc1ccc2nc(NCc3ccccc3)c(C=O)c(=O)n2c1
→ 1866 | 1496
CN1CCCN(Cc2ccccc2C(F)(F)F)CC1
→ 1857 | 1328
COc1ccc2c(c1)CCc1c-2n[nH]c1C(=O)O
→ 1629 | 1370
Cc1ccc(C(=O)N/C(=C\c2cccs2)c2nc3ccccc3[nH]2)cc1
→ 1744 | 1759
CCOC(=O)c1sc2nc(-c3cccnc3)ccc2c1N
→ 1704 | 1432
O=C(NCC1COc2ccccc2O1)Nc1ccccc1F (stereo unspecified)
→ 1816 | 1509
CSc1nsc(SC)c1NC(=O)Nc1ccccc1C
→ 1916 | 1597
O=C(NNc1c2ccccc2nc2ccccc12)c1ccccc1O
→ 1732 | 1379
N#C/C(=C\c1ccc(N2CCOCC2)o1)C(=O)Nc1ccc(O)cc1
→ 2002 | 1731
O=C(NC(=S)N1CCc2ccccc21)c1ccco1
→ 2004 | 1779
CCCOc1ccc(N2C(=O)CC(N3CCN(CCN=CC4=C(O)CC(C)(C)CC4=O)CC3)C2=O)cc1 (stereo unspecified)
→ 1817 | 1505
COc1ccc2sc(/C=C/c3ccccc3O)[n+](C)c2c1
→ 2090 | 1734
CC(=O)Nc1ccc(-c2cc(-c3ccc(NC(C)=O)cc3)nc(-c3ccc(NC(C)=O)cc3)n2)cc1
→ 1896 | 1703
N/C(=N\OC(=O)Cc1cccs1)c1cccc([N+](=O)[O-])c1
→ 1524 | 1664
O=c1c(Cl)c(Cl)cnn1Cc1nnc(-c2ccccc2Br)o1
→ 1986 | 1840
Fc1ccccc1Nc1nc(Cl)nc(Cl)n1
→ 1663 | 1543
COC(=O)c1ccc(NC(=S)NC2CCc3ccccc32)cc1 (stereo unspecified)
→ 1810 | 1444
O=[N+]([O-])c1cc(S(=O)(=O)C(F)(F)F)ccc1N1CCN(c2ccccc2)CC1
→ 1727 | 1684
CN1C(=O)/C(=C/c2cc3c(cc2Br)OCO3)NC1=S
→ 1886 | 1692

# Already shown: entries from further up.
# Sequence of screens: SRC1 TRFRET art | SRC3 TRFRET art
CN1CCCN(Cc2ccccc2C(F)(F)F)CC1
→ 1857 | 1328
COc1ccc2c(c1)CCc1c-2n[nH]c1C(=O)O
→ 1629 | 1370
Cc1ccc(C(=O)N/C(=C\c2cccs2)c2nc3ccccc3[nH]2)cc1
→ 1744 | 1759
CCOC(=O)c1sc2nc(-c3cccnc3)ccc2c1N
→ 1704 | 1432
O=C(NCC1COc2ccccc2O1)Nc1ccccc1F (stereo unspecified)
→ 1816 | 1509
